Assay outcomes from PubChem BioAssay.
phage Ecoli inh: E. coli growth loss with phage present; growth absorbance; inhibition, % at 11.9 µM; actives 0.26% (n = 360,000); in the data active means inhibition above about 11%
PKA-R1A act: activates the PKA-R1A holoenzyme complex; PKA-R1A dissociation, Cy5-IP20 fluorescence polarization; scaled: DMSO 0%, 113 µM cGMP 100%; P00514+P68181; actives 0.083% (n = 340,000); activation, % at 11.4 µM;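 active means percent activation above the mean of all tested compounds plus 3 SD, cut at about 19% in these data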;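 further: higher means more PKAc released from R1A so a rise in polarization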
MOR-DOR inv ag: mu-delta opioid heterodimer inverse agonism; P35372+P41143; cell-based MOR-DOR heterodimer luminescence; inhibition, % at 9.3 µM; actives 0.21% (n = 340,000); in the data active means inhibition above about 22%, passing the limit was not always enough;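 further: 0% = cells with DMSO and 100% = wells without cells with DMSO; values of inactives mirror those of a sister screen read the other way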
Target sequence (P35372 whole entry, looked up): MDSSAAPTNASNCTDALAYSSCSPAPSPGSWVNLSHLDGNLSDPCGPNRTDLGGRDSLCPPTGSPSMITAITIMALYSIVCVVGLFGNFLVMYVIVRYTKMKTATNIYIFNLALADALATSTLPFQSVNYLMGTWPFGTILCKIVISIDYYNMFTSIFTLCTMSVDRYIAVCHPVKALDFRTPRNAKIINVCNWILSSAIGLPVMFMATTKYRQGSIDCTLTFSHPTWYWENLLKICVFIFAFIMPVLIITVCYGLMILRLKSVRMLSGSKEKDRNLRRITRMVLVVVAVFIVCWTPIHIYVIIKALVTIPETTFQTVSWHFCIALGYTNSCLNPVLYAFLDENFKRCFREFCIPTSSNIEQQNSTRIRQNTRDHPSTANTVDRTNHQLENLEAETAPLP
Target sequence (P41143 whole entry, looked up): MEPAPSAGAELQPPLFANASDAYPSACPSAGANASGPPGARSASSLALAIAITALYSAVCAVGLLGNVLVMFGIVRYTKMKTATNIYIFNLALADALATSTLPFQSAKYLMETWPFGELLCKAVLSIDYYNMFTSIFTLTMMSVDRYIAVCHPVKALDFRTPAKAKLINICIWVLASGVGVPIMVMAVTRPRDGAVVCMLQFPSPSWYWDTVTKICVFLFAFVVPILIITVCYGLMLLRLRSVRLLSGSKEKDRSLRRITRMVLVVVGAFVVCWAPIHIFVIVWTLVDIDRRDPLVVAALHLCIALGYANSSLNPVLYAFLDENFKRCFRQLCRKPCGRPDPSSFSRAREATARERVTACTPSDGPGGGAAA
MOR-DOR ag: agonists of human mu-delta opioid receptor heterodimerization; P35372+P41143; AID 504326; activation, % at 9.3 µM; actives 0.3% (n = 340,000); cells, OPRM1-OPRD1 heterodimerization, luminescence; in the data active means activation above about 18%;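 further: 0% = vehicle-treated cells and 100% = reference agonist; values of inactives mirror those of a sister screen read the other way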
PKA-R2B activ: PKA-R2B complex activation; AID 504700; PKA-R2B holoenzyme dissociation, Cy5-IP20 fluorescence polarization; R2B truncated from residue 108, S112A mutant; 0% DMSO only, 100% 113 µM cGMP; activation, % at 11.4 µM; actives 0.079% (n = 340,000); P22694+P31323;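 active means activation above a cutoff set at the mean over all compounds plus 3 SD, cut at about 18% in these data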;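 further: higher means more holoenzyme dissociation and a rise in polarization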
Tat export inh: blocks Tat-dependent protein export in E. coli. E. coli MC4100 TorA-mCherry Tat export, fluorescence. inhibition, % at 10 µM. actives 0.036% (n = 340,000);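 active means mean replicate inhibition at least 50% and at least half of replicates individually reaching 50%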;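 further: exported cargo escapes ClpAP degradation while cytoplasmic cargo is degraded and loses fluorescence; 0% = median of neutral control wells and 100% = median of NaSCN control wells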
Ecoli viability: counter-screen for AddAB inhibitors: E. coli growth inhibition | E. coli V3065 growth, OD600 absorbance, 18 h | inhibition, % at 11.9 µM | actives 0.27% (n = 330,000);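 active means inhibition above the campaign's mean inhibition across all tested compounds plus 3 SD, cut at about 9.9% in these data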;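 further: uninfected addAB+ strain grown without phage in ampicillin broth; 0% = DMSO wells and 100% = ciprofloxacin 0.95 µg/ml wells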
AddAB inh: less growth of phage-infected E. coli with AddAB; actives 0.29% (n = 330,000); E. coli expressing H. pylori AddAB, absorbance growth; inhibition, % at 11.9 µM; in the data active means inhibition above about 12%;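 further: 0% = vehicle wells of infected cells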
PfHsp90 yeast 2: reduces growth (ATP signal) of yeast expressing P. falciparum Hsp90; S. cerevisiae expressing PfHsp90, BacTiter-Glo ATP, 48 h; yeast lacking PDR1 and PDR3 efflux regulators; inhibition, % at 9.4 µM; actives 0.32% (n = 310,000);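 active means every replicate shows inhibition above about 80%, whatever the replicate mean, limit read from the data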;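 further: 0% = DMSO neutral controls and 100% = 20 µM radicicol positive controls; yeast relying on Plasmodium falciparum Hsp90 in place of its own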
SUMO Mot1 rescue: blocks SUMOylation pathway, rescuing yeast Mot1-301 growth; S. cerevisiae Mot1-301 growth rescue, ATP luminescence, 38.5C; percent above DMSO median, 100 means doubled; growth rescue, % at 18.8 µM; actives 1% (n = 320,000); AID 2716;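 active means every valid replicate shows activation above 250% relative to neutral control wells; inactive means the rest, any valid replicate at or below 250%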;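 further: OY570 slx delta 5 strain wells were the positive control but not used for scaling; some compounds called inactive have numbers as strong as hits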
HTR5A inv ag: HTR5A inverse agonism, opioid heterodimer counter-screen; P47898; HTR5A cell line, luminescence; inhibition, % at 9.3 µM; actives 0.083% (n = 340,000); in the data active means inhibition mostly above about 23%, no sharp cut-off; inactive means mostly below about 18%;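 further: 0% = cells with DMSO and 100% = no-cell wells with DMSO; some compounds called inactive have numbers as strong as hits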
Active calls of the source: *; nt = not tested or not shown. Not a hit list; about 2.2% have a hit in one of these screens.

Structure | PKA-R1A act | phage Ecoli inh | MOR-DOR ag | Ecoli viability | MOR-DOR inv ag | HTR5A inv ag | PfHsp90 yeast 2 | Tat export inh | PKA-R2B activ | SUMO Mot1 rescue | AddAB inh
COc1ccc(/C=C\C(=O)NCC(=O)N/N=C/c2cccc(OC)c2O)cc1 | -2 | 2.2 | 1.4 | 0.7 | -7 | 1 | -3 | -3 | 10 | -23 | 3.5
COC(=O)c1ccc(C2NC(=O)c3c(sc(C)c3C)N2)cc1 (stereo not given) | -1 | 1.0 | 1.5 | 1.3 | -7 | -1 | -21 | 1 | -5 | -4 | 1.1
O=C(Cc1cccs1)NC1(C(=O)NC2CCCC2)CCCCC1 | -7 | 6.4 | -0.6 | 0.8 | 4 | 4 | -15 | 12 | 3 | -21 | 1.3
CCCCC(=O)Nc1cccc(NC(=O)c2ccc3c(c2)OCO3)c1 | 3 | 7.8 | -3.2 | 3.4 | 14 | -29 | -16 | -5 | -4 | 15 | 1.0
Cc1csc(N/N=C\c2cccnc2)n1 | -3 | 0.8 | -2.1 | -1.5 | 11 | -1 | -2 | -16 | 1 | 4 | 2.8
COC(=O)c1ccc(NC(=O)C(=O)N2CCN(C(=S)Nc3cccc(C)c3C)CC2)cc1 | 0 | 4.9 | -2.4 | -2.1 | 12 | -15 | -3 | 2 | -9 | -7 | 1.9
Clc1ccc(-c2nnc(C34CC5CC(CC(C5)C3)C4)o2)cn1 | -6 | nt | -2.1 | 0.2 | 9 | 0 | 24 | -5 | 0 | -4 | 1.4
Cc1cc(C)n2nc(SCC(=O)NC3CCCCC3C)nc2n1 (stereo not given) | 1 | 1.1 | 0.2 | -0.7 | -1 | 12 | 13 | -2 | -7 | 80 | 2.4
O=C(CSc1nnc(C2COc3ccccc3O2)o1)N1CCN(c2ccccc2)CC1 (stereo not given) | 5 | 2.9 | -2.9 | 4.0 | 15 | -11 | -24 | -5 | -6 | 288 | 2.0
CC(C)Cc1nnc(NC(=O)CS(=O)(=O)Cc2ccccc2)s1 | -20 | 3.7 | -0.6 | -0.6 | 4 | -3 | -5 | 8 | -3 | -5 | 1.5
COc1cccc2cc(C(C)N(CCCN3CCOCC3)C(=S)Nc3ccccc3C)oc12 (stereo not given) | -9 | 3.3 | -2.2 | -0.5 | 12 | -78 | -10 | -3 | -10 | -21 | -0.2
O=C(COC(=O)[C@@H]1CC(O)CN1S(=O)(=O)c1ccc(Cl)c(Cl)c1)NC(=O)NCc1ccccc1 (stereo not given in full) | -5 | -0.2 | -0.3 | -2.8 | 2 | -6 | nt | -11 | -7 | -14 | 0.2
CC(C)(C)NC(=O)C(OC(=O)c1cccs1)c1ccc(F)cc1 (stereo not given) | -22 | 3.9 | 0.4 | 0.6 | -2 | 5 | 14 | 3 | -8 | 66 | 5.9
O=C(O)CSCC(=O)Nc1cccc2ccccc12 | 8 | 0.8 | 1.4 | -1.2 | -8 | -10 | -6 | -10 | 1 | -13 | 2.3
COc1ccccc1CNc1nc(SC)ncc1CO | 0 | 4.2 | 0.2 | 2.3 | -1 | 19 | -10 | -6 | -10 | 474* | 0.9
Cc1cc(C(F)(F)F)c2c(N)c(C(=O)Nc3cc(C)on3)sc2n1 | -2 | 3.5 | 0.2 | -1.5 | -1 | -29 | nt | -3 | 0 | 39 | 3.2
O=C(CCCn1c(=O)[nH]c2cc(Cl)ccc2c1=O)NCCCN1CCCC1=O | -4 | 0.9 | -0.3 | -2.2 | 1 | -8 | 9 | 1 | -1 | 0 | 4.5
O=S(=O)(c1ccccc1)N(C1=NCCS1)S(=O)(=O)c1ccccc1 | 4 | 2.5 | -2.7 | 0.0 | 14 | 14 | -17 | -11 | -9 | 29 | 0.0
O=[N+]([O-])c1ccc(CSc2nnc3ccccn23)cc1 | 16 | 5.8 | -0.1 | -0.6 | 1 | 0 | 18 | -4 | 3 | -4 | 2.8
CCOC(=O)c1nnn(CC(=O)N2N=C(c3cc(C)ccc3C)CC2c2ccc(OC)cc2)c1C(=O)OCC (stereo not given) | 4 | -1.3 | 20* | 1.1 | -109 | 18 | 6 | -10 | 1 | -28 | 1.3

Record cards, from the list above. Screens in order: PKA-R1A act	phage Ecoli inh	MOR-DOR ag	Ecoli viability	MOR-DOR inv ag	HTR5A inv ag	PfHsp90 yeast 2	Tat export inh	PKA-R2B activ	SUMO Mot1 rescue	AddAB inh
O=C(O)CSCC(=O)Nc1cccc2ccccc12 in the list: 8	0.8	1.4	-1.2	-8	-10	-6	-10	1	-13	2.3
Cc1cc(C(F)(F)F)c2c(N)c(C(=O)Nc3cc(C)on3)sc2n1 in the list: -2	3.5	0.2	-1.5	-1	-29	nt	-3	0	39	3.2

Remaining list, next part:
Structure | PKA-R1A act | phage Ecoli inh | MOR-DOR ag | Ecoli viability | MOR-DOR inv ag | HTR5A inv ag | PfHsp90 yeast 2 | Tat export inh | PKA-R2B activ | SUMO Mot1 rescue | AddAB inh
Cc1cc(C)cc(Oc2coc3c(CN(C)C)c(O)ccc3c2=O)c1 | 2 | 1.4 | -3.1 | -2.1 | 14 | -1 | 6 | -2 | 1 | 1 | 0.0
Cc1oc(C(=O)O)cc1COc1ccc2c(C)cc(=O)oc2c1 | -16 | 2.6 | -1.1 | -2.2 | 6 | -11 | nt | -2 | -6 | 19 | 0.6
Fc1ccc(NC(=S)N/N=C/c2ccc(F)c(F)c2)c(F)c1 | -9 | 3.0 | -0.8 | -2.3 | 4 | -6 | 11 | 3 | 6 | -16 | 0.2
Cn1c(=S)[nH]c2ccccc21 | 13 | 2.8 | -3.3 | -4.1 | 17 | 10 | -42 | -5 | 8 | -13 | -0.2
C=CCn1c(O)c(N=NC(=O)OC(C)(C)C)c2ccccc21 | -6 | 3.7 | 0.6 | 2.4 | -3 | -13 | -19 | 1 | 6 | -7 | 2.1
COc1cc(C(O)CO)ccc1OS(=O)(=O)O (stereo not given) | 9 | 2.1 | -0.9 | -0.8 | 5 | -14 | 20 | -1 | 11 | 19 | -4.1
Cc1cc(S(=O)(=O)N(Cc2ccccc2Cl)c2ccc3c(c2)CCC3)ccc1-n1cnnn1 | -18 | 1.3 | 0.0 | -0.8 | 0 | -2 | -2 | -10 | -2 | 8 | 0.0
Cn1c(SCC(=O)NCc2ccccc2)nnc1-c1ccc(NC(=O)CCc2ccccc2)cc1 | -7 | 3.2 | -0.1 | 2.0 | 1 | 5 | nt | -1 | 5 | -4 | 2.4
CC1CCCC(NC(=O)CCS(=O)(=O)c2cc3c(cc2Cl)NC(=O)CO3)C1C (stereo not given) | -2 | 5.1 | -1.7 | -1.0 | 9 | 22 | 8 | 3 | -4 | 0 | 1.6
CC1(c2ccc3ccccc3c2)NC(=O)N(CC(=O)Nc2cccc(S(=O)(=O)N3CCOCC3)c2)C1=O (stereo not given) | -8 | 3.8 | 1.1 | -1.3 | -8 | 1 | -10 | 4 | 0 | -4 | 0.0
CCN(CC)S(=O)(=O)c1cccc(-c2nnc(SCc3nnc(-c4cccs4)o3)n2N)c1 | -6 | 2.7 | -0.7 | 0.4 | 4 | -2 | -28 | -1 | 4 | 99 | -0.7
O=C(NCCOc1ccccc1)c1ccccc1[N+](=O)[O-] | 4 | 3.5 | -2.5 | 3.2 | 13 | -7 | -14 | -2 | 10 | -4 | 0.5
COc1ccc(S(=O)(=O)N2CCN(CC3CC=CCC3)CC2)cc1 (stereo not given) | 4 | 2.0 | 0.2 | -0.2 | -1 | -24 | -11 | 2 | -7 | 25 | 6.0
Cc1ccc(OCCC(=O)NCCc2ccc(S(N)(=O)=O)cc2)cc1 | -8 | 3.2 | 0.2 | 1.7 | -1 | -4 | 5 | -1 | -1 | 11 | 2.5
Cc1cccc(CN2CCC(N3CC(C)OC(C)C3)CC2)c1 (stereo not given) | -3 | 1.2 | -0.2 | 0.4 | 1 | -10 | -9 | 4 | 2 | 164 | 0.5
Cc1ccc(S(=O)(=O)c2nc(-c3ccccc3)oc2NCc2cccnc2)cc1 | 5 | 3.1 | -2.8 | 0.9 | 16 | -8 | 9 | 4 | -3 | -8 | -0.2
Cc1csc2c(N3CCC(C(=O)O)CC3)ncnc12 | -1 | 1.1 | -2.4 | -0.9 | 13 | 4 | 11 | -7 | 2 | -2 | -0.8
O=C(NCC1CCCCC1)c1ccc([N+](=O)[O-])cc1 | -6 | 3.7 | -0.8 | -0.3 | 4 | -10 | 6 | 10 | 0 | 0 | 1.3
O=C(c1ccco1)N1CCN(C(c2cccs2)c2nnnn2C2CCCC2)CC1 (stereo not given) | 6 | 1.2 | -2.5 | -5.1 | 15 | -8 | nt | -7 | 4 | 5 | 1.3
COc1cc(NC(=NS(=O)(=O)c2ccccc2)c2ccccc2)ncn1 | -4 | 4.5 | -2.0 | nt | 10 | 5 | 6 | -3 | -5 | nt | nt

Additional entries:
Structure | PKA-R1A act | phage Ecoli inh | MOR-DOR ag | Ecoli viability | MOR-DOR inv ag | HTR5A inv ag | PfHsp90 yeast 2 | Tat export inh | PKA-R2B activ | SUMO Mot1 rescue | AddAB inh
CCOc1ccc(OCCC(=O)OCC(=O)NC2CCCC2)cc1 | 7 | 2.2 | -4.3 | -2.1 | 17 | 16 | -6 | -4 | 3 | 12 | 0.9
CCOC(=O)C1=C(C)NC(=O)NC1c1cc(Br)c(O)c(OC)c1 (stereo not given) | 1 | 4.5 | -0.8 | 3.0 | 5 | -1 | -15 | -4 | -2 | 0 | 3.6
CC(C)(C)c1ccc(C(=O)Nc2ccc(O)c3c(=O)cc(-c4cccc(Cl)c4)oc23)cc1 | -4 | 1.6 | -3.7 | 2.0 | 17 | -3 | 13 | -1 | 2 | -5 | 4.6
O=C(c1nn2c(C(F)(F)F)cc(-c3ccc(F)cc3)nc2c1Cl)N1CCOCC1 | -15 | 1.9 | 0.5 | 0.2 | -2 | 9 | 7 | 2 | 8 | 1 | 3.7
CSc1ccc(CN2CCC(N3CC(C)OC(C)C3)CC2)cc1 (stereo not given) | -12 | -0.9 | 1.8 | -0.6 | -8 | -2 | -8 | -1 | 3 | 285* | -0.5
O=NNc1nc2ccccc2n1Cc1ccccc1 | -15 | 9.8 | -2.0 | 4.7 | 10 | 6 | -4 | 9 | -5 | -9 | 5.2
CCc1ccc(N2CN(Cc3ccco3)CNC2=S)cc1 | 3 | -1.2 | -2.2 | 0.0 | 11 | -10 | -32 | 9 | 1 | -27 | 0.0
Cc1nc2c(-c3ccccc3)c(C)[nH]n2c(=O)c1Cl | -8 | -3.9 | -2.6 | -5.0 | 13 | -8 | 9 | 14 | 2 | 33 | -2.9
O=C(NC(=O)c1ccc(F)cc1F)Nc1ccc(Cl)cc1 | -9 | -1.4 | -2.8 | -0.7 | 14 | -26 | 3 | 2 | 9 | 2 | 0.9
O=C(Nc1cccc(-c2nc3ccccc3s2)c1)c1cccs1 | -6 | 4.7 | 1.4 | 1.4 | -10 | -10 | 32 | 5 | -13 | -1 | 2.7
O=C(c1ccc(O)cc1)c1ccc(Cl)cc1 | -9 | 1.8 | -0.2 | -0.2 | 1 | -18 | 5 | -2 | -3 | 31 | 2.5
CCOC(=O)c1csc(NC(=O)C2CCCCC2)n1 | -3 | 3.6 | -0.1 | 0.5 | 0 | -29 | 7 | -6 | -12 | -7 | 0.8
